Screening results as filed in PubChem.
APJ antag = antagonists of human apelin receptor APJ, primary screen, CHO-K1 cells, beta-arrestin complementation, luminescence. inhibition, % at 20 µM. P35414. AID 2521, 2010. 0.32% of 330,000 active;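 active = inhibition above about 40% at 20 µM, limit read from the data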;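 note: cells challenged with 10 nM apelin-13 agonist together with compound; plate controls were apelin-13 plus DMSO wells for no effect and DMSO wells lacking apelin-13 for full effect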
EBI2 antag = EBI2 receptor antagonists, beta-arrestin recruitment, primary screen, cell-based, luminescence, 7a,25-OHC stimulation, uHTS. G-protein coupled receptor 183 (Homo sapiens), P32249. 7a,25-OHC stimulated. inhibition, % at 5 µM. 0.81% of 360,000 active. AID 651636, 2012; in the data active = inhibition above about 38%;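 note: enzyme fragment complementation signal reports receptor beta-arrestin coupling in cells; 0% = agonist plus DMSO wells and 100% = wells without agonist; some results beyond the cut were filed as inactive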
Target sequence (P32249 whole entry, looked up, the tested form may be a part): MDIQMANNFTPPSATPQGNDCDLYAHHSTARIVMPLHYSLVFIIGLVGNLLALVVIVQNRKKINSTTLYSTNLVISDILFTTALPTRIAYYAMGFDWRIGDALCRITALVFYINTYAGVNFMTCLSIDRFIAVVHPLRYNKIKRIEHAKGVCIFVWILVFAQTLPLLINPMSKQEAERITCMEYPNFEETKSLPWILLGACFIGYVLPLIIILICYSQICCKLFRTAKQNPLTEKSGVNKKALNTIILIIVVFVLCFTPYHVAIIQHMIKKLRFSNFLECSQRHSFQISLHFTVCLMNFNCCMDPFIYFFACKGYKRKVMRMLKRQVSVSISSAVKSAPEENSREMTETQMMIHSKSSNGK
ATG4B inhibitor = ATG4B protease inhibitors, primary screen, biochemical, fluorescence, uHTS | 0.51% of 340,000 active | AID 504462, 2011 | Cysteine protease ATG4B (Homo sapiens), Q9Y4P1 | ATG4B cleavage of LC3-PLA2, NBD-HPC fluorescence, 1 h | inhibition, % at 8.33 µM; in the data active = inhibition above about 40%
Target sequence (Q9Y4P1 whole entry, looked up): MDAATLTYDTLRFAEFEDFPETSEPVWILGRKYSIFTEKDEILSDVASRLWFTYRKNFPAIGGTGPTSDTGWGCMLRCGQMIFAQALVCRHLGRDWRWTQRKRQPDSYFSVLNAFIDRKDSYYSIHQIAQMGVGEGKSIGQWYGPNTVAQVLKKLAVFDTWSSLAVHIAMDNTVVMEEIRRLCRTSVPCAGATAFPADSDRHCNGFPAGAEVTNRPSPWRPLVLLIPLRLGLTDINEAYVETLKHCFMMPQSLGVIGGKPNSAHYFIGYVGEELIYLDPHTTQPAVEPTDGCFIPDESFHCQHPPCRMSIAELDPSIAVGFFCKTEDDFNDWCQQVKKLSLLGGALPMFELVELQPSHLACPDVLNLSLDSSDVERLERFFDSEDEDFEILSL
UBC13 inh = UBC13 polyubiquitin chain formation inhibitors, primary screen, biochemical, TR-FRET, uHTS | Ubiquitin-conjugating enzyme E2 N (Homo sapiens), P61088 | AID 485273, 2010 | 0.47% of 330,000 active | inhibition, % at 20 µM; in the data active = inhibition above about 45%, passing the limit was not always enough
Target sequence (P61088 whole entry, looked up): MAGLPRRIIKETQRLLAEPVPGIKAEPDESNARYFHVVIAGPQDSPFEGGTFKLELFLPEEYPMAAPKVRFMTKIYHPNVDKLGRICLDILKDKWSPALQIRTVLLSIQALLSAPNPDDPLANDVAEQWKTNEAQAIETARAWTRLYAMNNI
APJ agonist = agonists of human apelin receptor APJ, primary screen, CHO-K1 cells, PathHunter beta-arrestin, luminescence. activation, % at 20 µM. 0.11% of 330,000 active. P35414. 0% DMSO wells, 100% apelin;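 active = activation more than six SD over the plate average, tested at 20 µM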;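 note: 0% = DMSO alone and 100% = apelin-13 at 10 nM; some results filed as inactive read as strong as hits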
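assay system = CHO-K1 APJ beta-arrestin complementation cell line | input = cell density 1000 per well | dosing = compound 20 µM once, DMSO 1% | timing = compound 90 min 25 °C, reagent 1 h | measured by = luminescence from split beta-galactosidase complementation, Galacton Star/Emerald II substrate | read-out basis = APJ agonist activity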
CXCR6 block = CXCR6 receptor inhibitors, primary screen, cell-based, beta-arrestin, luminescence, CHO-K1 PathHunter, 1536-well; C-X-C chemokine receptor type 6 (Homo sapiens), O00574; 0.36% of 360,000 active; inhibition, % at 20 µM; in the data active = inhibition above about 34%, passing the limit was not always enough;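 note: antagonist mode with CXCL16 agonist at 10 nM final; 0% = 10 nM CXCL16 with DMSO and 100% = unstimulated wells without agonist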
Gli-Sufu antag = Gli-Sufu pathway antagonists, primary screen, luciferase luminescence, Sufu-KO-LIGHT cells, uHTS | inhibition, % at 5 µM | Sufu-KO-LIGHT fibroblasts, Gli luciferase reporter luminescence | 0.74% of 340,000 active;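 active = inhibition above about 55%, limit read from the data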;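 note: 0% = DMSO-treated cells and 100% = wells with medium but no cells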
CCR6 antagonist = CCR6 receptor antagonists, primary screen, cell-based, CHO-K1, luminescence, beta-arrestin, uHTS; C-C chemokine receptor type 6 (Homo sapiens), P51684; CHO-K1 CCR6 PathHunter beta-arrestin, CCL20-stimulated; inhibition, % at 20 µM; 0.49% of 340,000 active;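 active = compounds whose inhibition of the agonist-driven luminescence signal at 20 µM reaches about 50%, limit read from the data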;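 note: cells stimulated with CCL20 at 14 nM final; plate controls were DMSO with CCL20 for no effect and DMSO without agonist for full effect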
An asterisk follows results filed as active.

What do the screens show for `Cc1ccc(C)c(NS(=O)(=O)c2ccc(OCC(=O)N3CCCC3)cc2)c1`?
APJ antag: 7; EBI2 antag: -9; ATG4B inhibitor: -3; UBC13 inh: -5; APJ agonist: -3; CXCR6 block: -7; Gli-Sufu antag: 0; CCR6 antagonist: -8

What do the screens show for `Cc1[nH]c(=O)c(C#N)c(C)c1Br`?
APJ antag: -17; EBI2 antag: -2; ATG4B inhibitor: -2; UBC13 inh: -9; APJ agonist: -5; CXCR6 block: -7; Gli-Sufu antag: 6; CCR6 antagonist: 3

What do the screens show for `Cc1cccc(C)c1NC(=O)c1cccc(N2C(=O)C3CCC(C)CC3C2=O)c1` (configuration not stated)?
APJ antag: 10; EBI2 antag: -6; ATG4B inhibitor: 14; UBC13 inh: -1; APJ agonist: 0; CXCR6 block: -6; Gli-Sufu antag: -16; CCR6 antagonist: 11

Results for NC(=O)CN(c1ccc(Cl)cc1)S(=O)(=O)c1ccccc1 ?
APJ antag: 6; EBI2 antag: -7; ATG4B inhibitor: 8; UBC13 inh: -4; APJ agonist: -2; CXCR6 block: -13; Gli-Sufu antag: -4; CCR6 antagonist: 9

What do the screens show for `CC(C)[N+](C)(CCOC(=O)C1c2ccccc2Oc2ccccc21)C(C)C`?
APJ antag: 0; EBI2 antag: -8; ATG4B inhibitor: -1; UBC13 inh: -1; APJ agonist: -3; CXCR6 block: 8; Gli-Sufu antag: 9; CCR6 antagonist: 7

How did COc1ccc(N2CCN(C(=O)c3ccc(CNS(=O)(=O)c4cc(C)ccc4C)cc3)CC2)cc1 do in these assays?
APJ antag: 0; EBI2 antag: 0; ATG4B inhibitor: -1; UBC13 inh: 8; APJ agonist: 2; CXCR6 block: -15; Gli-Sufu antag: 23; CCR6 antagonist: 5

How did CNC(=O)CN(c1cccc2ccccc12)S(C)(=O)=O do in these assays?
APJ antag: 14; EBI2 antag: -4; ATG4B inhibitor: 0; UBC13 inh: -6; APJ agonist: -1; CXCR6 block: 0; Gli-Sufu antag: -5; CCR6 antagonist: -5

How did COCCCN1C(=O)c2ccc(C(=O)OCC(=O)N(CCC#N)c3cc(C)cc(C)c3)cc2C1=O do in these assays?
APJ antag: 2; EBI2 antag: 11; ATG4B inhibitor: -2; UBC13 inh: 2; APJ agonist: -6; CXCR6 block: 4; Gli-Sufu antag: -9; CCR6 antagonist: 12

Results for CC(C)c1ccc(C(=O)CN2C(=O)NC3(CCc4ccccc43)C2=O)cc1 (configuration not stated) ?
APJ antag: 7; EBI2 antag: 5; ATG4B inhibitor: 9; UBC13 inh: -12; APJ agonist: -2; CXCR6 block: -5; Gli-Sufu antag: 1; CCR6 antagonist: 17

How did COc1ccc(C(=O)c2c3ccc([N+](=O)[O-])cc3[n+]([O-])n2CCCN)cc1 do in these assays?
APJ antag: -69; EBI2 antag: -4; ATG4B inhibitor: 7; UBC13 inh: 15; APJ agonist: 14; CXCR6 block: -14; Gli-Sufu antag: 18; CCR6 antagonist: 4

Some of these compounds in order of SMILES length, highest first:
How did COCCCN1C(=O)c2ccc(C(=O)OCC(=O)N(CCC#N)c3cc(C)cc(C)c3)cc2C1=O do in these assays?
APJ antag: 2; EBI2 antag: 11; ATG4B inhibitor: -2; UBC13 inh: 2; APJ agonist: -6; CXCR6 block: 4; Gli-Sufu antag: -9; CCR6 antagonist: 12

How did COc1ccc(C(=O)c2c3ccc([N+](=O)[O-])cc3[n+]([O-])n2CCCN)cc1 do in these assays?
APJ antag: -69; EBI2 antag: -4; ATG4B inhibitor: 7; UBC13 inh: 15; APJ agonist: 14; CXCR6 block: -14; Gli-Sufu antag: 18; CCR6 antagonist: 4

What do the screens show for `Cc1ccc(C)c(NS(=O)(=O)c2ccc(OCC(=O)N3CCCC3)cc2)c1`?
APJ antag: 7; EBI2 antag: -9; ATG4B inhibitor: -3; UBC13 inh: -5; APJ agonist: -3; CXCR6 block: -7; Gli-Sufu antag: 0; CCR6 antagonist: -8

What do the screens show for `CC(C)[N+](C)(CCOC(=O)C1c2ccccc2Oc2ccccc21)C(C)C`?
APJ antag: 0; EBI2 antag: -8; ATG4B inhibitor: -1; UBC13 inh: -1; APJ agonist: -3; CXCR6 block: 8; Gli-Sufu antag: 9; CCR6 antagonist: 7

Results for NC(=O)CN(c1ccc(Cl)cc1)S(=O)(=O)c1ccccc1 ?
APJ antag: 6; EBI2 antag: -7; ATG4B inhibitor: 8; UBC13 inh: -4; APJ agonist: -2; CXCR6 block: -13; Gli-Sufu antag: -4; CCR6 antagonist: 9

How did CNC(=O)CN(c1cccc2ccccc12)S(C)(=O)=O do in these assays?
APJ antag: 14; EBI2 antag: -4; ATG4B inhibitor: 0; UBC13 inh: -6; APJ agonist: -1; CXCR6 block: 0; Gli-Sufu antag: -5; CCR6 antagonist: -5

Next part.
How did COC(=O)c1cscc1NC(C)=O do in these assays?
APJ antag: 16; EBI2 antag: -12; ATG4B inhibitor: -8; UBC13 inh: 0; APJ agonist: -5; CXCR6 block: 1; Gli-Sufu antag: 5; CCR6 antagonist: -17

Results for O=C(CNC(=O)C1COc2ccccc2O1)N/N=C\c1ccc(Cl)cc1 (configuration not stated) ?
APJ antag: 5; EBI2 antag: 28; ATG4B inhibitor: -11; UBC13 inh: -2; APJ agonist: -5; CXCR6 block: -16; Gli-Sufu antag: 2; CCR6 antagonist: -10

Results for CC(=O)c1ccc(N2CCN(C(=O)c3ccc(-c4ccccc4)cc3)CC2)cc1 ?
APJ antag: 2; EBI2 antag: 16; ATG4B inhibitor: -2; UBC13 inh: 9; APJ agonist: -1; CXCR6 block: -6; Gli-Sufu antag: -9; CCR6 antagonist: -4

What do the screens show for `CCn1ncc(-c2cc(C(=O)O)no2)c1C`?
APJ antag: -4; ATG4B inhibitor: -1; UBC13 inh: 9; APJ agonist: -2; Gli-Sufu antag: 30; CCR6 antagonist: -4

How did C=CCN1C(=O)/C(=C/c2ccc(O)c(OC)c2)S/C1=N/c1nccs1 do in these assays?
APJ antag: 2; EBI2 antag: 26; ATG4B inhibitor: -1; UBC13 inh: -70; APJ agonist: 3; CXCR6 block: 20; Gli-Sufu antag: 11; CCR6 antagonist: 29

Results for COc1ccc2cc(S(=O)(=O)n3cnc(C)c3)ccc2c1 ?
APJ antag: 3; EBI2 antag: -1; ATG4B inhibitor: 2; UBC13 inh: 2; APJ agonist: -2; CXCR6 block: -7; Gli-Sufu antag: 1; CCR6 antagonist: 2

What do the screens show for `Cc1cccc(C)c1NC(=O)C1(N(Cc2ccco2)C(=O)CC2NC(=O)NC2=O)CCCCC1` (configuration not stated)?
APJ antag: 4; EBI2 antag: -17; ATG4B inhibitor: -7; UBC13 inh: 6; APJ agonist: -2; CXCR6 block: 14; Gli-Sufu antag: 0; CCR6 antagonist: 0

What do the screens show for `c1ccc(-c2noc(COc3ccc4c(c3)OCO4)n2)cc1`?
APJ antag: -1; EBI2 antag: -6; ATG4B inhibitor: 1; UBC13 inh: -3; APJ agonist: 1; CXCR6 block: 3; Gli-Sufu antag: 3; CCR6 antagonist: 23

What do the screens show for `CCn1c(C)nc2cc(C(=O)N3N=C(CCOC)CC3(O)C(F)(F)F)ccc21` (configuration not stated)?
APJ antag: -5; EBI2 antag: -17; ATG4B inhibitor: -6; UBC13 inh: -2; APJ agonist: 0; CXCR6 block: 1; Gli-Sufu antag: 2; CCR6 antagonist: 8

What do the screens show for `CC1(CO)COC(c2ccccc2)=N1` (configuration not stated)?
APJ antag: 9; EBI2 antag: -15; ATG4B inhibitor: -6; UBC13 inh: -6; APJ agonist: -1; CXCR6 block: 2; Gli-Sufu antag: 6; CCR6 antagonist: 1

What do the screens show for `Cc1cc(C(=O)OCC(=O)Nc2ccc(F)cc2[N+](=O)[O-])c2ccccc2n1`?
APJ antag: -7; EBI2 antag: -10; ATG4B inhibitor: -4; UBC13 inh: -4; APJ agonist: 3; CXCR6 block: -11; Gli-Sufu antag: 12; CCR6 antagonist: -4

Results for CCOC(=O)CN(C)C(=O)CCc1nnc(-c2ccsc2)o1 ?
APJ antag: -12; EBI2 antag: -2; ATG4B inhibitor: -5; UBC13 inh: -5; APJ agonist: -2; CXCR6 block: -15; Gli-Sufu antag: 2; CCR6 antagonist: 4

How did CC(CC(=O)Nc1ncc([N+](=O)[O-])s1)c1ccccc1 (configuration not stated) do in these assays?
APJ antag: 27; EBI2 antag: 5; ATG4B inhibitor: -2; UBC13 inh: -8; APJ agonist: -4; CXCR6 block: 5; Gli-Sufu antag: 2; CCR6 antagonist: 21

Results for CCOCCCNC(=O)C(NC(=O)CNC(=O)c1ccccc1)c1ccc(OC)cc1 (configuration not stated) ?
APJ antag: -11; EBI2 antag: 11; ATG4B inhibitor: -5; UBC13 inh: 6; APJ agonist: -5; CXCR6 block: 2; Gli-Sufu antag: -5; CCR6 antagonist: 7

What do the screens show for `N#Cc1ccncc1Sc1ccc(Cl)cc1`?
APJ antag: -8; EBI2 antag: -8; ATG4B inhibitor: 2; UBC13 inh: 24; APJ agonist: 1; CXCR6 block: 4; Gli-Sufu antag: 12; CCR6 antagonist: 7

Results for CC1(C(=O)NC2CCCCCCC2)CCC(=O)N1CCN1CCOCC1 (configuration not stated) ?
APJ antag: 12; EBI2 antag: -15; ATG4B inhibitor: -12; UBC13 inh: 3; APJ agonist: -3; CXCR6 block: -3; Gli-Sufu antag: 16; CCR6 antagonist: -23

What do the screens show for `COc1ccc(NC(=O)c2cc(Cl)ccc2Cl)c([N+](=O)[O-])c1`?
APJ antag: -32; EBI2 antag: -3; ATG4B inhibitor: 4; UBC13 inh: 11; APJ agonist: -1; CXCR6 block: 1; Gli-Sufu antag: -7; CCR6 antagonist: 4

How did COc1cccc(NC(=O)CN(C)C(C)C(=O)NC(=O)NC2CCCCC2)c1 (configuration not stated) do in these assays?
APJ antag: 18; EBI2 antag: -13; ATG4B inhibitor: 4; UBC13 inh: 6; APJ agonist: -4; CXCR6 block: -5; Gli-Sufu antag: 3; CCR6 antagonist: 6

Results for COc1ccc(NC(=O)c2[nH]ncc2[N+](=O)[O-])cc1 ?
APJ antag: 11; EBI2 antag: 8; ATG4B inhibitor: 1; UBC13 inh: -6; APJ agonist: -2; CXCR6 block: -11; Gli-Sufu antag: -14; CCR6 antagonist: 6

Results for O=C(Nc1ccc2c(c1)OCCO2)c1ccc(CN2CCOCC2)cc1 ?
APJ antag: 4; EBI2 antag: -5; ATG4B inhibitor: 1; UBC13 inh: -12; APJ agonist: -2; CXCR6 block: -4; Gli-Sufu antag: -33; CCR6 antagonist: 4

What do the screens show for `CC(=O)Nc1c(O)nc(SCC(=O)Nc2ccc(C(C)=O)cc2)[nH]c1=O`?
APJ antag: 7; EBI2 antag: 0; ATG4B inhibitor: 4; UBC13 inh: 3; APJ agonist: 0; CXCR6 block: 9; Gli-Sufu antag: -52; CCR6 antagonist: 15

How did COc1ccc(OCC(=O)Nc2ccccc2C(=O)N2CCCC2)cc1 do in these assays?
APJ antag: 5; EBI2 antag: 3; ATG4B inhibitor: -1; UBC13 inh: -10; APJ agonist: -3; CXCR6 block: -4; Gli-Sufu antag: -7; CCR6 antagonist: -2

Results for CCNC(=O)/C(=C\c1ccccc1)NC(=O)/C=C/c1ccccc1 ?
APJ antag: 11; EBI2 antag: -4; ATG4B inhibitor: 3; UBC13 inh: 1; APJ agonist: 1; CXCR6 block: 1; Gli-Sufu antag: 3; CCR6 antagonist: 6
